Screening results (PubChem BioAssay)
N370S GC = inhibits or activates N370S mutant glucocerebrosidase; N370S GC spleen homogenate, 4MU-glucoside fluorescence; Potency, µM (titrated, usually from 59.4 µM), for inactives: top-dose activity change, negative = inhibition, actives largely listed as inhibitors; 330,000 compounds, 0.092% hits; AID 2101;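 also: 0% = full enzyme activity and -100% = no enzyme basal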
FEN1 inh = blocks human flap endonuclease 1; Potency, µM (top dose mostly 114 µM), for the others: at the highest dose activity change, negative = inhibition, actives largely listed as inhibitors; Recombinant FEN1 flap cleavage, fluorescence, 15 min; 390,000 compounds, 0.35% hits; AID 588795; P39748; also: nearly all actives have a fitted effect of over 65% in size
Target sequence (P39748 whole entry, looked up): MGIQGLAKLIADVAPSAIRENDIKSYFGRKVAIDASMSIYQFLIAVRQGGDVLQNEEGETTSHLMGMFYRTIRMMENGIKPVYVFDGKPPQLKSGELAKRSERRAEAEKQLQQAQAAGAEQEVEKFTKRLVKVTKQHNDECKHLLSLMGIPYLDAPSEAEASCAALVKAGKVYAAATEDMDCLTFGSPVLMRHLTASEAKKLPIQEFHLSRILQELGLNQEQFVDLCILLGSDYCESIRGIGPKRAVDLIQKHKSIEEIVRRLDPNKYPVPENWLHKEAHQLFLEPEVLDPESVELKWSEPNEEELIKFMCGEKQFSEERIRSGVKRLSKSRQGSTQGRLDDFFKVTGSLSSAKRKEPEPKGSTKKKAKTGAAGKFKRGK
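Reaction started by adding substrate (50 nM final) to 10 nM enzyme after 15 min room-temperature compound preincubation. Reads at 0 and 15 min, with data normalized and fitted to a four-parameter Hill equation.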
GCN5L2 inh = GCN5L2 (KAT2A) acetyltransferase inhibition; GCN5L2 HAT assay, ThioGlo1 CoA-SH fluorescence; Potency, µM (highest dose often 58.9 µM), without a hit: at the top dose activity change, negative = inhibition, hits mostly inhibitors; 390,000 compounds, 0.21% hits
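Titration-based screen in which CoA formation is detected via maleimide probe ThioGlo1 (50uM) turning fluorescent on thiol reaction; substrates H3(1-25) 75uM and acetyl-CoA 70uM, GCN5L2 20nM, 20 min incubation at room temperature.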
Active calls of the source: *; ? = inconclusive; . = not tested or not shown; & = joins results of further samples; [ ] = remark or other dose. Calls follow the shape of the dose curve; as a rule, active = well fitted curve in the direction sought with a large enough effect; inconclusive = small, poorly fitted or top-dose-only effect, or another doubt; inactive = no such curve, though single readings can be large; an effect the other way counts as inactive or inconclusive. Unless noted, % is scaled to controls: 0 for no effect and ±100 for the full control effect; potency is read from the fitted curve at half-maximal effect. A portion of the library (hit frequency here may not be typical).

A first look:
SMILES	N370S GC	FEN1 inh	GCN5L2 inh
Cc1noc(C(=O)N(C)c2ccccc2)c1Cl	-16%	2%	0%
Cc1nn(C)cc1S(=O)(=O)N1CCCC(C(=O)O)C1 (stereo not given)	4%	-8%	-5%
CC1Cc2ccccc2N1C(=O)CN1CCN(S(=O)(=O)c2cccs2)CC1 (stereo not given)	.	7%	-1%

Results, from the first entry:
SMILES	N370S GC	FEN1 inh	GCN5L2 inh
Cc1noc(C(=O)N(C)c2ccccc2)c1Cl	-16%	2%	0%
Cc1nn(C)cc1S(=O)(=O)N1CCCC(C(=O)O)C1 (stereo not given)	4%	-8%	-5%
CC1Cc2ccccc2N1C(=O)CN1CCN(S(=O)(=O)c2cccs2)CC1 (stereo not given)	.	7%	-1%
O=C(CSc1ccc2nnc(CCNS(=O)(=O)c3ccccc3)n2n1)Nc1nc2ccccc2s1	19%	-12%	-5%
CCn1c(CN2CCN(c3cccc(Cl)c3)CC2)nc2c1c(=O)[nH]c(=O)n2C	.	-3%	0%
COc1ccc(OCC(=O)Nc2ccc(N3CCN(Cc4ccccc4F)CC3)cc2)cc1	-3%	-16%	1%
CCN(CC)c1ccc(C(=O)Nn2cnc3ccccc3c2=O)cc1	6%	4%	-5%
CCN1CCN(C(=O)c2ccccc2NS(=O)(=O)c2ccc(Cl)cc2)CC1	-7%	6%	-4%
Cc1ccc2nc(-c3ccc(Cl)c(NC(=O)c4cccc([N+](=O)[O-])c4C)c3)oc2c1	.	14%	-1%
CC(C)C[C@H](NC(=O)[C@H](CCCCN)NC(=O)[C@H](CCCNC(=N)N)NC(=O)[C@H](C)NC(=O)[C@H](CO)NC(=O)[C@H](CCCCN)NC(=O)[C@H](CCCNC(=N)N)NC(=O)[C@H](C)NC(=O)CNC(=O)[C@@H](NC(=O)[C@H](Cc1ccccc1)NC(=O)CNC(=O)CNC(=O)[C@@H](N)Cc1ccccc1)[C@@H](C)O)C(=O)N[C@@H](C)C(=O)N[C@@H](CC(N)=O)C(=O)N[C@@H](CCC(N)=O)C(=O)O	-1%	.	0%
Cc1cc(C)c(NC(=O)CSc2nncn3c2cc2oc(C)cc23)c(C)c1	.	-11%	0%
CCn1c(=O)n(CCOC)c(=O)c2c3c(sc21)CCCC3	12%	-2%	1%
Cc1cccc(CC2CC(=O)N(c3ncccn3)C2=O)c1 (stereo not given)	18%	-6%	-18%
O=C(Cn1ccc2ccccc2c1=O)NCC(=O)N1CCN(c2ccccc2F)CC1	-4%	-6%	0%
CC1(C)CC(NS(=O)(=O)c2ccc3ccccc3c2)CC(C)(C)N1	-5%	-2%	-3%
COc1ccc(N2C(=O)N[C@@H](Cc3ccccc3)C2=O)cc1OC	-13%	-5%	-1%
CCOCCCNC(=O)N1CCN(S(=O)(=O)c2ccc3c(ccn3C)c2)CC1	.	11%	9%
O=C(N/N=C/c1ccc[nH]1)c1ccc(Cl)cc1	6%	0%	-1%
O=C(/C=C/c1ccc(Cl)cc1)OCC(=O)c1ccc[nH]1	.	-1%	-2%
CCN(CC(=O)NCc1cccs1)S(=O)(=O)c1ccccc1Cl	-1%	3%	-18%
CSc1cccc(NC(=O)Cn2nc(C)c3sc4ccccc4c3c2=O)c1	.	2%	-8%
O=C1CSC(c2cn(-c3ccccc3)nc2-c2cc3ccccc3o2)N1Cc1ccccc1 (stereo not given)	6%	5%	-3%
COc1cccc(/C(O)=C2/C(=O)C(=O)N(CCN3CCOCC3)C2c2cccnc2)c1 (stereo not given)	-3%	3%	-14%
Cn1nc(C(=O)NNC(=O)c2ccccc2Br)c2ccccc2c1=O	-2%	0%	-1%
C=CCOc1cccc(C(=O)N2CCC(CCC(=O)NC3CC3)CC2)c1	0%	20%	-4%
COCC(=O)N1CCCc2ccccc21	10%	16%	-8%
COC(=O)C1=C(C)N(CCc2c[nH]c3ccccc23)C(=O)C1	9%	7%	14%
Cc1[nH]n(-c2ncc(-c3ccc(Cl)cc3)s2)c(=O)c1C(c1ccc(Cl)cc1)C(C#N)C#N (stereo not given)	-17%	-30%	31%[activator]
CCCCN(C(=O)c1ccncc1)c1c(N)n(CCC)c(=O)[nH]c1=O	.	-2%	-3%
CSc1nc(C)nc2c1c(=O)n(C)c(=O)n2C	-3%	0%	0%
O=C(N1CCOCC1)N1CCN(S(=O)(=O)N2CCOCC2)CC1	21%	9%	-11%
CCOC(=O)c1[nH]cnc1C(=O)O	5%	2%	-4%
Cc1cc(C(C)(C)C)cc(C)c1CC1=NCCN1	18%	53%[activator]	-3%
COCCNC(=O)c1cn(C)c(=O)c2cc(OC)c(OC)cc12	-2%[2.35 µM]	-1%	-8%
CCOc1ccc(NC(=O)CN2CCN(S(=O)(=O)c3ccc(Cl)cc3)CC2)cc1	-10%	0%	-1%
CCOc1cc(C(=O)NCc2ccc3c(c2)OCO3)cc(OCC)c1OCC	3%	8%	-7%
COc1ccccc1OCCNC(=O)c1cccc(S(=O)(=O)N2CCN(Cc3ccccc3)CC2)c1	.	2%	-3%
Cc1nc(N=Nc2cc(S(=O)(=O)O)c3cc([N+](=O)[O-])cc(S(=O)(=O)O)c3c2)c(COP(=O)(O)O)c(C=O)c1O	-7%&-14%&-23%	7.5µM*	?
O=C1c2cccc3cccc(c23)C(=O)N1CCN1CCN(CC(O)COc2ccccc2)CC1 (stereo not given)	-13%	7%	30%
O=C1N/C(=N/NC(=O)c2cccc3ccccc23)S/C1=C\c1ccccc1OCc1ccccc1	3%[12.8 µM]	?	?
O=C(O)c1c(CNCc2cccc(F)c2)c2ccccc2n1Cc1ccccc1	.	10%	-9%
CCN1C(=O)C(NC(C)=O)c2cc(OC)ccc21 (stereo not given)	0%	1%	0%
CCOc1cc(CN2CCC(CO)(Cc3cccc(C(F)(F)F)c3)CC2)ccc1OC	6%	-2%	8%
Cc1ccc2c(c1)N(C(=O)CCC(=O)NC1CCCCCC1)CCO2	-14%	20%	?
CC1(C)CC(=O)C=C(c2cccc(Cl)c2O)C1	.	-1%	0%
CCOc1ccc(CCNC(=O)CCNC(=O)c2ccccc2Cl)cc1OCC	-14%	-2%	-3%
CC(=O)NC12CC3CC(C1)CC(C(=O)Nc1nc4ccc(F)cc4s1)(C3)C2	-1%	-12%	-4%
CN(C)c1ccc(NC(=O)C2(c3cccs3)CCOCC2)cc1	.	16%	-4%
CC(C)(C)c1cc(C(=S)N2CCCC2)cc(C(C)(C)C)c1O	-7%	-13%	-5%
CC(C)n1c2ccccc2c2nc3ccccc3nc21	8%	-5%	-6%
N#Cc1c(-c2ccccc2)nc(SCc2cccc(Cl)c2)[nH]c1=O	?	-17%	?
Cn1c(C(=O)N2CCN(c3nc4ccccc4s3)CC2)cc2sccc21	1%	-1%	-7%
CC(=O)OCC(=O)[C@@]1(O)CCC2C3CCC4=CC(=O)C=CC4(C)C3C(O)C[C@]21C (stereo not given in full)	-5%	.	-18%
Cc1c(C(=O)OC(C)C)nnn1-c1nonc1N	0%	-7%	0%
CSc1ccc(CN(C)C(=O)CNC(=O)CNS(=O)(=O)c2ccc(C)c(C)c2)cc1	-1%	11%	-4%
c1ccc(N2CCN(c3nc4cc5c(cc4s3)OCCO5)CC2)cc1	3%	-1%	-5%
O=C(NC1CC1)c1cc(Cl)ccc1[N+](=O)[O-]	2%	8%	7%
O=C(NCCn1c(C(F)(F)F)nc2cc(C(F)(F)F)ccc21)[C@H]1CCCN1c1nc(CN2CCCCC2)cs1	-3%	-5%	-4%
O=C(CSc1nc2cc3c(cc2c(=O)n1CCC1=CCCCC1)OCO3)NCc1ccco1	-7%	-3%	-3%
COc1cccc(-c2nc(-c3ccccc3)[nH]c(=O)c2C#N)c1	6%	4%	-4%

Additional results:
SMILES	N370S GC	FEN1 inh	GCN5L2 inh
OCC1(CCOc2ccccc2)CCN(CC2=Cc3cc(Cl)ccc3OC2)CC1	?	-22%	1%
O=[N+]([O-])c1cc2c(c(CSc3nnnn3-c3ccc(O)cc3)c1)OCOC2	15%	-1%	-7%
CCc1cccc(C)c1NC(=O)CCCN1C(=O)C(c2ccccc2)Oc2cccnc21 (stereo not given)	.	-7%	-7%
CN(C(=O)COC(=O)c1cc2ccccc2cc1O)c1c(N)n(Cc2ccccc2)c(=O)[nH]c1=O	0%	-5%	-7%
CC1C/C(=N/NC(=O)c2cccs2)CC(C)(C)C1 (stereo not given)	5%	10%	-7%
CC(C)(C)C(=O)CC1(O)C(=O)N(Cc2ccc(Cl)cc2)c2ccccc21 (stereo not given)	2%	-4%	-21%
CCOC(=O)C1CCN(C(=O)c2ccccc2NC(C)=O)CC1	9%	5%	0%
COC(=O)c1c(C)[nH]c(C(C)=O)c1C	2%	8%	-3%
CC(C)c1cnc2c(c1SCC(=O)Nc1cccc(F)c1)c(=O)n(C)c(=O)n2C	.	-12%	-11%
CCOCCCn1c(=S)[nH]c2cc(C(=O)N3CCN(c4ccccc4)CC3)ccc2c1=O	-7%	18%	-1%
COc1cccc(OC)c1C(=O)Oc1ccc2c(c1)O/C(=C\c1ccncc1)C2=O	?	-23%	-8%
COc1ccc(CNC(=O)c2cnc3sc4cc(OC)ccc4n3c2=O)cc1	.	-1%	-7%
CCc1[nH]nc2c1C(c1ccc(Br)s1)C(C#N)=C(N)O2 (stereo not given)	-4%	-13%	-2%
Cc1ccccc1NCN1C(=O)C2CCC(C)(C1=O)C2(C)C (stereo not given)	10%	18%	3%
CCOc1ccc(-c2cc(C(=O)NCCc3ccc(OC)c(OC)c3)[nH]n2)cc1	.	-1%	-3%
Fc1ccc2cnc(C3=CCCCC3)cc2c1	.	-10%	-3%
COc1ccc(OCCOC(=O)C(C)NS(=O)(=O)c2ccc(NC(C)=O)cc2)cc1 (stereo not given)	.	1%	-1%
COc1ccc(C(=O)Nc2cc3c(oc2=O)CCCC3=O)cc1	1%	?	-7%
CC(C)C(=O)N1CCN(c2ccccc2NC(=O)c2cccc3ccccc23)CC1	-7%	-15%	-12%
CCOc1ccc(N2CC(C(=O)Nc3ccc(OC)c(S(=O)(=O)N4CCCCC4)c3)CC2=O)cc1 (stereo not given)	3%	-19%	-6%
CN(CC(=O)Nc1ccccc1Cl)C(=O)c1ccccc1Sc1ccccc1C#N	-1%	2%	-5%
CCOc1ccc(CCNC(=O)CCNS(=O)(=O)c2ccc(Br)cc2)cc1OCC	-5%	-16%	-14%
N#Cc1ccccc1CSc1nnc(Cc2ccccc2)o1	11%	-9%	-2%
CCOC(=O)CCC(NC(=O)CC(=O)NC(CCC(=O)OCC)C(=O)OCC)C(=O)OCC (stereo not given)	29%	1%	1%
O=C(Oc1ccc(Cl)cc1)N1CCCCC1	-3%	-6%	-4%
COc1cccc(/C=C2/SC(=S)N(CC(=O)Nc3nnc(C)s3)C2=O)c1	?	18%	-4%
COc1cccc(C(=O)OCCN(C)C(C)(C)C)c1	-7%	.	2%
C=C(C)CNC(=S)NNC(=O)c1ccncc1	-16%	3%	-4%
Cc1ccccc1C(=O)N1CCC(C(=O)Nc2ccccc2Cl)CC1	5%	16%	-26%
CSc1ncc(Cl)c(C(=O)N(Cc2ccc(C(C)C)cc2)C2CCS(=O)(=O)C2)n1 (stereo not given)	.	-10%	-11%

Quoted at random: four entries already listed.
SMILES	N370S GC	FEN1 inh	GCN5L2 inh
CCOC(=O)C1CCN(C(=O)c2ccccc2NC(C)=O)CC1	9%	5%	0%
Cc1ccccc1C(=O)N1CCC(C(=O)Nc2ccccc2Cl)CC1	5%	16%	-26%
OCC1(CCOc2ccccc2)CCN(CC2=Cc3cc(Cl)ccc3OC2)CC1	?	-22%	1%
CN(CC(=O)Nc1ccccc1Cl)C(=O)c1ccccc1Sc1ccccc1C#N	-1%	2%	-5%

(continued)
SMILES	N370S GC	FEN1 inh	GCN5L2 inh
CN(C(=S)Nc1ccc(F)cc1)C(c1ccccc1)c1ccccc1	-9%	-2%	-23%
COc1cccc(-c2sc3ccccc3c2-c2ccc(OCCN(C)C)cc2)c1	.	-22%	-7%
O=C(NCCN1CCOCC1)C1(C(F)(F)F)CC(CCCO)CCCO1 (stereo not given)	3%	-6%	.
CC(C)C(OC(=O)c1cccc(S(=O)(=O)NCC(F)(F)F)c1)C(=O)NC(N)=O (stereo not given)	2%	1%	-14%
O=C(Cn1cnc2c(OCc3ccccc3)ncnc21)N[C@H](CO)Cc1cc2ccccc2[nH]1	.	-8%	-6%
COc1ccc(NCc2cc3cc4c(cc3n(CC(=O)Nc3ccc(F)cc3)c2=O)OCCO4)cc1	.	-4%	-1%
COc1ccc(C2C(C(C)=O)=C(O)C(=O)N2c2nccs2)cc1 (stereo not given)	2%	9%	.
